Assay outcomes deposited in PubChem by several laboratories.
Wnt act: activates Wnt/beta-catenin signaling in a reporter cell assay | activator, plate reader | activation, % at 9.35 µM | actives 1.2% (n = 300,000); in the data active = activation above about 30%, passing the limit was not always enough;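 also: 0% = neutral control wells and 100% = positive control wells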
CDK5 inh: CDK5/p35 (human) kinase inhibition; actives 0.01% (n = 330,000); Q00535+Q15078; inhibition, % at 10 µM; Recombinant CDK5/p35, ADP-Glo luminescence, 60 min; AID 488839;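 active = highest replicate inhibition of at least 50% and at least 75% of replicates reaching 50%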;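 also: plate controls were DMSO neutral control for no effect and GW8510 at 10 µM for full effect; many of its hits are not listed in these tables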
Target sequence (Q00535 whole entry, looked up): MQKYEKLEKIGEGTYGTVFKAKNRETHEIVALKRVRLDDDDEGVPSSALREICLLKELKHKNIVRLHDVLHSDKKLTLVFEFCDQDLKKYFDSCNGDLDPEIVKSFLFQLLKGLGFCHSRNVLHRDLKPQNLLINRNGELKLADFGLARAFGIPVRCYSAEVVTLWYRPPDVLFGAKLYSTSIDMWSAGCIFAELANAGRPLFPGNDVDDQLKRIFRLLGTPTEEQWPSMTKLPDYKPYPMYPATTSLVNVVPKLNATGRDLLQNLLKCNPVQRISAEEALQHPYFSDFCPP
Target sequence (Q15078 whole entry, looked up): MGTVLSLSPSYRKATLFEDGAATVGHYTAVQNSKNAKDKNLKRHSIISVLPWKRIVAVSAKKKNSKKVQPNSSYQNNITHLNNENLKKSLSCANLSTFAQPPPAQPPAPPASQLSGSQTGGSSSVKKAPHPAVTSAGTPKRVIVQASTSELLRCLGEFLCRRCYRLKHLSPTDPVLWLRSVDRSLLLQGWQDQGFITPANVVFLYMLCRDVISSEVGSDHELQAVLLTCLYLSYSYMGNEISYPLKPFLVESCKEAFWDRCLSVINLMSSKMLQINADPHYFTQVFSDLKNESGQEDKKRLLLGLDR
PvdQ acylase: P. aeruginosa PvdQ acylase inhibition | purified PvdQ acylase, fluorescence plate reader | inhibition, % at 10 µM | actives 0.063% (n = 340,000); in the data active = inhibition above about 30%, passing the limit was not always enough;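 also: 0% = vehicle neutral wells and 100% = reference inhibitor wells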
Rtt109 HAT inh: inhibitors of Candida albicans Rtt109/Vps75 histone acetyltransferase. Q5AAJ8. purified Rtt109/Vps75, ThioGlo CoA-SH fluorescence, 4 h. inhibition, % at 34.9 µM. actives 0.16% (n = 330,000). AID 540336;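 active = inhibition of at least 50% in every replicate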
HTR5A ag ctr: counter-screen for OPRM1-OPRD1 agonists: human HTR5A agonism; activation, % at 9.3 µM; P47898; HTR5A agonist assay, luminescence, cell-based; actives 0.61% (n = 340,000); in the data active = activation mostly above about 9.5%, no sharp cut-off; inactive = mostly below about 7.6%;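 also: 0% = cells with vehicle only and 100% = reference agonist; strong numbers were not always called active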
MITF TRPM1 HTS: increases MITF-driven TRPM1 promoter luciferase signal. activation, % at 12.5 µM. SK-MEL-5 TRPM1-promoter luciferase, 24 h; % of positive control, neutral wells = 0. AID 588334. actives 0.75% (n = 300,000);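 active = mean activation of at least 80% with every replicate also reaching 80%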;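 also: 0% = neutral control wells and 100% = parthenolide positive control wells; values of inactives mirror those of a sister screen read the other way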
dFosB activator: enhances mouse delta FosB homodimer DNA binding. P13346. purified delta FosB, TAMRA-CDK5 oligo fluorescence polarization; percent of positive-control signal above neutral wells. activation, % at 25 µM. actives 0.99% (n = 340,000). AID 493131;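 active = mean activation above about 17%, with every replicate also reaching it, limit read from the data, passing the limit was not always enough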;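 also: fluorescence polarization rise as delta FosB binds a TAMRA Cdk5 AP-1 oligo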
Target sequence (P13346 whole entry, looked up): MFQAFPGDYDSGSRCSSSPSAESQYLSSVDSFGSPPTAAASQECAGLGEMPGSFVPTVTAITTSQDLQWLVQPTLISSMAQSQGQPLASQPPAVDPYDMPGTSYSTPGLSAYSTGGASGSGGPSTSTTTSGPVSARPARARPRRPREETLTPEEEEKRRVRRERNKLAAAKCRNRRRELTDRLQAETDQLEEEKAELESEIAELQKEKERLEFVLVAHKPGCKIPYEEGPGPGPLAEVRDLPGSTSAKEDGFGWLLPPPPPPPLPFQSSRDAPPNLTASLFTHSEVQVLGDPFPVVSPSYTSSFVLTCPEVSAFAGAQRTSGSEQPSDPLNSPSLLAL
SR-BI uptake up: activators of SR-BI mediated HDL lipid uptake | AID 504775 | actives 0.096% (n = 320,000) | CHO ldlA[mSR-BI] cells, DiI-HDL uptake fluorescence, 3 h; 100 = double the neutral-control signal | activation, % at 12.5 µM;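 active = mean replicate activation of at least 60% and every replicate at or above 60%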;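 also: 0% = median plate neutral-control signal and 100% = twice that signal; values of inactives mirror those of a sister screen read the other way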
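material = CHO ldlA[mSR-BI] cells | medium = Ham's F12 with 0.5% BSA, HEPES 25 mM, pH 7.4 | reagent = fluorescent DiI-HDL, 10 µg/mL final | compound dosing = single-point compound dose | incubation = 3 h, 37 °C | measured by = bottom-read fluorescence, 550/595 nm | measure = HDL uptake via cellular fluorescence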
cardiac RTF act: cardiac RTF calcium sensitization; actives 0.24% (n = 340,000); IANBD-labeled TnC RTF fluorescence at EC20 calcium; 0% EC20 calcium, 100% full calcium; activation, % at 7.2 µM; P19429+P45379;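 active = activation above the mean over all tested compounds plus 3 SD, cut at about 30% in these data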;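 also: rise in fluorescence read as greater calcium sensitivity of cardiac thin filaments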
SR-BI HDL uptake: inhibitors of mouse SR-BI mediated HDL lipid uptake; ldlA[mSR-BI] CHO cells, DiI-HDL uptake fluorescence, 3 h; inhibition, % at 12.5 µM; actives 0.96% (n = 320,000);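 active = mean replicate inhibition of at least 70% and a set share of replicates each scoring 70 or more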;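 also: 0% = median of neutral control wells and 100% = median of positive control wells; values of inactives mirror those of a sister screen read the other way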
The depositor's hits bear a star; . = not tested or not shown. Compounds were not picked by outcome; 4.4% or so of the library scored in one or more.

SMILES | Wnt act | CDK5 inh | PvdQ acylase | Rtt109 HAT inh | HTR5A ag ctr | MITF TRPM1 HTS | dFosB activator | SR-BI uptake up | cardiac RTF act | SR-BI HDL uptake
Clc1ccc(-c2nnc(NCCN3CCCC3)c3ccccc23)cc1 | 1 | 1.1 | -2 | -7 | -1 | 11 | -7 | -19 | -2 | 19
Nc1cc(C(F)(F)F)cc([N+](=O)[O-])c1N | 0 | 0.2 | -3 | 0 | 1 | 5 | -4 | . | -3 | .
O=C(Cn1cc(Br)ccc1=O)Nc1ccc2c(c1)OCO2 | 4 | -0.2 | -6 | 5 | -5 | 5 | 2 | 5 | -1 | -5
COc1ccc(/C=C/C2=CC(C)(C)NC(=S)N2)c(OC)c1 | -8 | 0.2 | -13 | 3 | -5 | -6 | -8 | -78 | -1 | 78*
COc1ccc2[nH]c(=O)c(-c3nnn(-c4ccccc4)n3)cc2c1 | 9 | -0.4 | -9 | 1 | 1 | 57 | 10 | -3 | -5 | 3
COC(C[C@@H]1O[C@H]1[C@@H](O)COCc1ccccc1)OC | -1 | 1.3 | -17 | -7 | -1 | 4 | 4 | 25 | 9 | -25
CCOC(=O)Cn1nc(/C=C/c2ccccc2)ccc1=O | 0 | 0.3 | 5 | 12 | 1 | . | -9 | 6 | -1 | -6
CC(=O)Nc1ccc(N(C(=O)c2cnccn2)C(C(=O)NC2CCCCC2)c2ccc(O)cc2)cc1 (stereo not given) | . | 1.4 | -5 | 1 | -1 | 14 | 0 | 21 | -7 | -21
COc1ccc(-c2nc(CS(=O)(=O)CC(=O)NCc3ccccc3Br)c(C)o2)cc1 | -1 | -0.7 | -9 | -4 | 14 | . | -6 | -3 | 8 | 3
CN1C=CC=C/C1=C1/SC(=S)N(Cc2ccccc2)C1=O | . | -0.2 | -11 | -6 | 1 | 2 | 1 | -30 | 7 | 30
CCO[C@@H]1OC(C(=O)N2CCCCCCC2)=C[C@H](c2ccc3c(c2)OCO3)[C@H]1CCCO | -3 | 0.0 | -4 | 2 | -1 | 10 | -2 | 42 | -2 | -42
O=C(O)c1ccc(NCc2ccc(Br)cc2)cc1 | 5 | 0.5 | -7 | -1 | -4 | 13 | -7 | 10 | 3 | -10
Nc1nccc(-c2nn(-c3ccc(Cl)cc3)ccc2=O)n1 | 4 | -2.3 | -8 | 7 | -3 | . | -1 | 14 | 3 | -14
COc1ccc(OCCCC(=O)Nc2cc(Cl)ccc2-n2cncn2)cc1 | -1 | 0.3 | 1 | 19 | -7 | -14 | -6 | -23 | -1 | 23
Nc1nc(-c2ccccc2)c(N=Nc2cccc3ccccc23)s1 | 3 | 2.5 | -9 | -4 | -15 | -22 | 6 | -134 | -2 | 134*
COc1ccc(NC(=O)CN(C)C(=O)C2CCCO2)cc1 (stereo not given) | 5 | -1.0 | -1 | 4 | -5 | 6 | 0 | 27 | 1 | -27
CCN(CC)C(=O)Cn1c(=O)oc2ccccc21 | -1 | -1.2 | -12 | -8 | 6 | -3 | -6 | 20 | 0 | -20
CC1CCN(S(=O)(=O)N2CCC(C(=O)NCc3ccc4c(c3)OCO4)CC2)CC1 | -2 | -0.1 | -15 | -8 | 5 | 8 | -10 | 2 | 3 | -2
Cc1ccc(NC(=O)CSc2nc(N)cc(=O)[nH]2)cc1S(=O)(=O)N1CCCCCC1 | 0 | 0.7 | 3 | -3 | 0 | -7 | -9 | 7 | -4 | -7
CCOc1ncccc1C(=O)OCC(=O)N(CC(C)C)c1c(N)n(Cc2ccccc2)c(=O)[nH]c1=O | -1 | -0.9 | -6 | 6 | 0 | 2 | -5 | 5 | -5 | -5
C/C(=N\NC(=O)c1cccc(N/N=C(\C)c2ccccc2)c1)c1ccccc1 | 10 | 0.5 | -8 | 4 | -1 | 41 | -11 | -79 | -2 | 79*
NC(=O)c1ccc[n+](CC(=O)c2ccc(NC(=O)c3ccccc3)cc2)c1 | -1 | 3.2 | -10 | -2 | -3 | -1 | -10 | 55 | 1 | -55
C=C1SC(Nc2c(C)cccc2C)=NC12CCCCC2 | -4 | -0.8 | 15 | 3 | . | . | 4 | -17 | . | 17
O=C(Cc1ccc(Br)cc1)Nc1ccccc1N1CCCC1 | 0 | -2.0 | -5 | 10 | -2 | -6 | -8 | . | -2 | -2
Cc1ccc(CNCc2cccnc2)s1 | -2 | -0.1 | -8 | -6 | 3 | 11 | -6 | 25 | 8 | -25
More records
SMILES | Wnt act | CDK5 inh | PvdQ acylase | Rtt109 HAT inh | HTR5A ag ctr | MITF TRPM1 HTS | dFosB activator | SR-BI uptake up | cardiac RTF act | SR-BI HDL uptake
CC1(c2nnc(Cc3ccccc3)o2)CC(c2cccc(F)c2)=NO1 (stereo not given) | -1 | 0.0 | -5 | -13 | 2 | -13 | 5 | -13 | 1 | 13
O=C(/C=C/c1cc([N+](=O)[O-])ccc1OC(F)F)Nc1cccc([N+](=O)[O-])c1 | -1 | 0.4 | 3 | -1 | 2 | -4 | 2 | . | -2 | .
Cc1ccc(NC(=O)c2cc(C)nc3ccccc23)cc1 | 0 | -1.9 | -8 | 7 | 1 | . | -3 | -18 | 6 | 18
COC(=O)c1sccc1NC(=O)Nc1cc(OC)ccc1OC | 0 | -1.0 | -11 | 3 | -2 | -2 | -2 | -33 | -5 | 33
CCCNC(=O)c1ccc(N2CCC3(CC2)CC(c2cccc(Br)c2)=NO3)c(NC(=O)c2ccccc2)c1 | -5 | -3.9 | -10 | 7 | 6 | -6 | -7 | -39 | -1 | 39
Cc1cc(Cl)ccc1OCC(=O)OC(C)C(=O)NC(N)=O (stereo not given) | 0 | 1.6 | -14 | . | 0 | . | -1 | 0 | -3 | 0
CCOC(=O)CC(=O)CSc1nc2ccccc2c(=O)n1-c1ccc(C(=O)N2CCOCC2)cc1 | . | -0.6 | -10 | 5 | 0 | -2 | -9 | -19 | 1 | 19
O=C(Nc1ccnn1C1CCN(Cc2cccc(OCCO)c2)CC1)c1cccc(F)c1 | 4 | -0.6 | 2 | 8 | 4 | 3 | 0 | -16 | -7 | 16
O=C1CCC/C1=C/Nc1ccc2c(c1)OCO2 | 3 | -0.6 | 0 | -7 | 0 | . | -1 | 26 | -1 | -26
Cc1nc(NC(=O)CSc2nnnn2C)sc1C | . | 2.3 | 14 | 4 | 3 | . | -2 | 1 | 5 | -1
CC(C)C(=O)N(c1ccc2oc(=O)sc2c1)S(=O)(=O)c1cccs1 | -2 | -1.1 | -11 | -10 | 3 | -2 | -6 | -6 | -2 | 6
N=c1c2c(n(Cc3ccc(F)cc3)c3c1CCC3)CCCC2 | -1 | -1.2 | -1 | -4 | 0 | -32 | -4 | -14 | -7 | 14
CCOc1ccc(NC(=O)c2ccc(NC(=O)COC(=O)c3ccc(NC(=O)CC#N)cc3)cc2)cc1 | -15 | -3.9 | 8 | -1 | -2 | 76 | 0 | -57 | -1 | 57
O=C(c1cccs1)N1CCN(c2nc3ccccc3s2)CC1 | 5 | 2.6 | 5 | -3 | 8 | 56 | -2 | . | 2 | 4
Cc1[nH][nH]c(=O)c1C | -2 | -0.2 | -6 | 0 | -3 | 5 | -3 | 21 | -3 | -21
N#CCCN(C(=O)CN1C(=O)NC2(CCCC2)C1=O)c1ccccc1F | -5 | -1.4 | -2 | -7 | 1 | -2 | -1 | 15 | 4 | -15
O=C(O)CCc1ccc(-c2cccs2)n1CC1CCCO1 (stereo not given) | -4 | -1.1 | 5 | -30 | 2 | . | 1 | 21 | 1 | -21
CC(C)N(c1ccccc1)c1ncnc(NCCC(=O)O)c1[N+](=O)[O-] | -6 | 0.6 | 0 | 2 | 7 | -3 | -3 | 10 | 0 | -10
COc1ccc(C2(CNC(=O)c3ccco3)CCOCC2)cc1 | -1 | -3.6 | -15 | -3 | 0 | 3 | -6 | 20 | 1 | -20
O=C(NC1CCCC1)c1ccc(S(=O)(=O)N2CCCC2)cc1 | . | -1.5 | -8 | 3 | -6 | -11 | 4 | 3 | 2 | -3
CC(C)c1nc(SCC(=O)Nc2ccc3c(c2)OCO3)n[nH]1 | . | -0.2 | 1 | 2 | 1 | -1 | -1 | 13 | 7 | -13
CC1=C(C(=O)OCC2CCCO2)C(c2cccc(C(F)(F)F)c2)C2=C(CC(c3ccco3)CC2=O)N1 (stereo not given) | . | 0.1 | -7 | -1 | -2 | . | -9 | -30 | 7 | 30
COc1cc(C2C(C#N)=C(N)OC3=C2C(=O)CCC3)cc(OC)c1OC(=O)N1CCOCC1 (stereo not given) | -1 | 1.0 | 0 | 10 | 2 | 1 | -2 | 15 | -1 | -15
CNS(=O)(=O)c1cc(NC(C)=O)c(C)cc1C | 1 | 0.9 | 8 | 21 | -2 | 2 | -2 | 9 | -2 | -9
O=C(Nc1ccc(F)cc1)NC1CCCc2ccccc21 (stereo not given) | 1 | 1.9 | -5 | -4 | 3 | -6 | 7 | -23 | 0 | 23
Following part:
SMILES | Wnt act | CDK5 inh | PvdQ acylase | Rtt109 HAT inh | HTR5A ag ctr | MITF TRPM1 HTS | dFosB activator | SR-BI uptake up | cardiac RTF act | SR-BI HDL uptake
COc1ccc(/C=N/Nc2nc(-c3cccc(S(=O)(=O)N4CCCC4)c3)cs2)c(OC)c1 | -5 | -1.0 | -11 | 8 | 4 | -14 | -15 | -83 | 3 | 83*
O=C(Nc1ccc(CN2CCCCC2)cc1)c1cccc(F)c1 | 1 | 0.1 | -3 | -3 | 1 | 23 | -2 | 26 | 4 | -26
CC(C)CCNC(=O)c1ccc(CSCc2cccc(F)c2)o1 | . | 2.2 | -8 | -3 | -1 | -16 | -3 | 18 | 2 | -18
CC(C)N(CC#CC(O)(c1ccccc1)c1ccccc1)CCO | -1 | -0.3 | -8 | 0 | -2 | -9 | -1 | 37 | 6 | -37
O=C(Nc1ccccc1N1CCOCC1)c1ccccc1NS(=O)(=O)c1ccc(F)c(F)c1 | . | -0.2 | 2 | -6 | 4 | 3 | -2 | -12 | -9 | 12
CCCCn1c(N)c(N(CCOC)C(=O)COC(=O)c2ccccc2NCCO)c(=O)[nH]c1=O | -3 | 1.8 | 10 | 11 | 1 | -6 | -4 | 22 | 7 | -22
CN(c1ccc(O)cc1)c1nc(-c2cccs2)cs1 | -1 | -2.2 | -8 | -8 | 0 | 58 | -12 | -2 | 4 | 2

At a glance, some entries already given.
SMILES | Wnt act | CDK5 inh | PvdQ acylase | Rtt109 HAT inh | HTR5A ag ctr | MITF TRPM1 HTS | dFosB activator | SR-BI uptake up | cardiac RTF act | SR-BI HDL uptake
CC(C)CCNC(=O)c1ccc(CSCc2cccc(F)c2)o1 | . | 2.2 | -8 | -3 | -1 | -16 | -3 | 18 | 2 | -18
CC(C)N(CC#CC(O)(c1ccccc1)c1ccccc1)CCO | -1 | -0.3 | -8 | 0 | -2 | -9 | -1 | 37 | 6 | -37
O=C(Nc1ccccc1N1CCOCC1)c1ccccc1NS(=O)(=O)c1ccc(F)c(F)c1 | . | -0.2 | 2 | -6 | 4 | 3 | -2 | -12 | -9 | 12
CCCCn1c(N)c(N(CCOC)C(=O)COC(=O)c2ccccc2NCCO)c(=O)[nH]c1=O | -3 | 1.8 | 10 | 11 | 1 | -6 | -4 | 22 | 7 | -22
CN(c1ccc(O)cc1)c1nc(-c2cccs2)cs1 | -1 | -2.2 | -8 | -8 | 0 | 58 | -12 | -2 | 4 | 2
